CHRM5 antagonist – human M5 muscarinic receptor antagonists, primary screen, CHO cells, Fluo-8 calcium fluorescence; Muscarinic acetylcholine receptor M5 (Homo sapiens), P08912; CHO-hM5 cells, ACh EC80; inhibition, % at 3 µM; 0.59% of 360,000 active;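 active means inhibition above a per-plate cutoff, the mean of that plate's test compounds plus 3 SD, cut at about 27% in these data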;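 further: 0% = acetylcholine EC80 with DMSO and 100% = DMSO without agonist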
Target sequence (P08912 whole entry, looked up): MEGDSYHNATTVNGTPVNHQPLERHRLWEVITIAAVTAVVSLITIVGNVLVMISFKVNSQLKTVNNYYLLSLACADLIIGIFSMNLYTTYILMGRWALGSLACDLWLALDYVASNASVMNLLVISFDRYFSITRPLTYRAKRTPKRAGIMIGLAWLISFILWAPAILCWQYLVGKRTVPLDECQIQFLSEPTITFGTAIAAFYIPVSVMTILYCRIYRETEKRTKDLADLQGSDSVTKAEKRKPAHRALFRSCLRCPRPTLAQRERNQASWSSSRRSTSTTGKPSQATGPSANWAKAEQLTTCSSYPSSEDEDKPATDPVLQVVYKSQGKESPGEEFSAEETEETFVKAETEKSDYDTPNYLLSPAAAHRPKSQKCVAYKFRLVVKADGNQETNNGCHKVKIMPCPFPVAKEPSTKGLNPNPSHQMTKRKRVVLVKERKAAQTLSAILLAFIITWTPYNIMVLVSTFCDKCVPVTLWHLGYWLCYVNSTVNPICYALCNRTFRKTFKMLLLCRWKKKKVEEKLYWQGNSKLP
CHO-K1 Ca antag – M1 antagonist counterscreen hit in parental CHO-K1 cells; 0.6% of 360,000 active; ATP-induced calcium, Fluo-8 fluorescence; inhibition, % at 3 µM;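 active means inhibition above a per-plate cutoff, the plate's mean sample inhibition plus 3 SD, cut at about 24% in these data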;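 further: 0% = DMSO plus EC80 ATP and 100% = DMSO alone without ATP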
CHO-K1 Ca ag – counter-screen for M1 agonists: effect in parental CHO-K1 cells | Fluo-8 calcium fluorescence; scaled to maximal ATP response, vehicle zero | activation, % at 3 µM | 0.48% of 360,000 active | AID 602248, 2012; in the data active means activation above about 15%;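 further: untransfected CHO-K1 host cells lacking M1 receptor as counterscreen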
M1 PAM parental – nonselective calcium activators in parental CHO-K1 cells, primary screen, counter-screen for M1 PAM project, cell-based, Fluo-8 calcium fluorescence, full deck, 1536-well. ATP EC20; 0% at ATP EC20, 100% at ATP max. activation, % at 3 µM. 0.02% of 360,000 active. AID 602247, 2012;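 active means activation above the run cutoff, the mean activation of all test compounds plus 3 SD, cut at about 40% in these data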;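 further: peak over basal fluorescence ratio in a 140 s read after ATP addition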
M5 ag – human M5 muscarinic receptor agonists, primary screen, CHO-K1 cells, Fluo-8 calcium fluorescence; Muscarinic acetylcholine receptor M5 (Homo sapiens), P08912; activation, % at 3 µM; 0.19% of 360,000 active; CHO-K1 hM5 cells; 0% DMSO wells, 100% maximal acetylcholine response; AID 624037, 2012;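 active means activation above the run's mean over test compounds plus 3 SD, cut at about 23% in these data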;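 further: signal is peak over basal fluorescence ratio across the kinetic read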
M5 PAM – human M5 muscarinic receptor positive allosteric modulators, primary screen, CHO-K1 cells, Fluo-8 calcium fluorescence | CHO-K1 hM5, ACh EC20 PAM; 0% = ACh EC20, 100% = ACh EC100 | activation, % at 3 µM | 0.3% of 360,000 active | Muscarinic acetylcholine receptor M5 (Homo sapiens), P08912;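 active means activation above the run cutoff, the mean activation of all test compounds plus 3 SD, cut at about 18% in these data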
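Assay system: CHO-K1 hM5 cells / Incubation: Fluo-8 loading 80 min at 37 °C plus 30 min room temperature / Technique: Fluo-8 calcium dye fluorescence, kinetic read / Repeats: single replicate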
CHRM4 agonist – human M4 muscarinic receptor agonists, primary screen, CHO-K1 cells, Fluo-8 calcium fluorescence. CHO-K1 hM4/Gqi5; vehicle 0%, full acetylcholine response 100%. AID 624127, 2012. activation, % at 3 µM. Muscarinic acetylcholine receptor M4 (Homo sapiens), P08173. 0.14% of 360,000 active;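 active means activation above the run mean over all test wells plus 3 SD, cut at about 32% in these data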;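 further: peak over basal fluorescence ratio per well then scaled between controls; 0% = DMSO wells and 100% = acetylcholine at EC100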
Target sequence (P08173 whole entry, looked up): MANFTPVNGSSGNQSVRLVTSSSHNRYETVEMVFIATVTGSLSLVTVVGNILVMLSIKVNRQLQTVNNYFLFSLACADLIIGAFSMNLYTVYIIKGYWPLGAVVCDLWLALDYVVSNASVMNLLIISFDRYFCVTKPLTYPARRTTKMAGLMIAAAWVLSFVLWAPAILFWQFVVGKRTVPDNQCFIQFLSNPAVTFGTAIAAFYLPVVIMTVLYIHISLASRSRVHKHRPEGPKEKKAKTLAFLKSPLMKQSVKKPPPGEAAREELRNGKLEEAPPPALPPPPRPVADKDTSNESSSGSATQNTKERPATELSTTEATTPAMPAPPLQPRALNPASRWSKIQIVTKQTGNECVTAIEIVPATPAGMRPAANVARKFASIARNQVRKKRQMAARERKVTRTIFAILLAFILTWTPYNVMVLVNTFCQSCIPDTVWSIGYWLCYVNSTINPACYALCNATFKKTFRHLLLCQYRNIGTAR
M4 antag – human M4 muscarinic receptor antagonists, primary screen, CHO cells, Fluo-8 calcium fluorescence; Muscarinic acetylcholine receptor M4 (Homo sapiens), P08173; CHO-hM4 cells, ACh EC80; inhibition, % at 3 µM; 0.73% of 360,000 active; AID 624125, 2012;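 active means inhibition above its plate's cutoff, the mean inhibition of sample wells plus 3 SD, cut at about 27% in these data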;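 further: 0% = acetylcholine EC80 with DMSO and 100% = DMSO without agonist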
M4 PAM – human M4 muscarinic receptor positive allosteric modulators, primary screen, CHO-K1 cells, Fluo-8 calcium fluorescence. Muscarinic acetylcholine receptor M4 (Homo sapiens), P08173. CHO-K1 hM4/Gqi5, ACh EC20; 0% = ACh EC20, 100% = maximal ACh. activation, % at 3 µM. 0.4% of 360,000 active. AID 624126, 2012;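 active means activation above its plate's cutoff, the mean activation of sample wells plus 3 SD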; further: some results filed as inactive read as strong as hits
The depositor's hits bear a star.

Below each compound – CHRM4 agonist	M4 antag	CHO-K1 Ca antag	CHRM5 antagonist	M5 PAM	M1 PAM parental	M5 ag	CHO-K1 Ca ag	M4 PAM
Cc1ccccc1NC(=S)N1CCN(c2ccccc2)CC1
→ 2	1	-2	-10	-9	5	5	-0.1	2
CCCCn1c(=O)[nH]c(=O)c2c1nc(-c1ccc(OC)c(Br)c1)n2CC(C)C
→ 0	6	0	0	1	6	-1	-0.8	-4
Cc1ccc(S(=O)(=O)Nc2c3ccccc3nc(=O)n2-c2ccccc2)cc1
→ 6	1	26*	-6	-3	-7	0	1.2	-7
NC(=O)c1nsc(C(=O)N(Cc2ccccc2Cl)C(C(=O)NCC2CCCO2)c2ccc(O)cc2)c1N (configuration not stated)
→ 3	1	-4	-7	-1	-14	-2	0.6	-6
O=S(=O)(Nc1cc(Cl)ccc1N1CCOCC1)c1ccccc1Cl
→ 1	-4	0	11	-14	-16	-10	-0.5	5
O=C(NC(c1ccc2c(c1)OCO2)c1ccccn1)C1CCN(CCOc2ccc(Cl)cc2Cl)CC1 (configuration not stated)
→ 5	-9	-9	-1	4	-4	-1	0.2	1
Cc1cccc(C)c1NC(=O)CN(C)C(=O)[C@H](C)NC(=O)c1ccco1
→ 1	-8	-4	8	-3	-16	0	-0.2	24*
COc1cccc(N(CC(=O)NCC2CCCO2)C(=O)CNS(=O)(=O)c2ccccc2)c1 (configuration not stated)
→ 2	-3	-2	-30	10	-3	-2	-0.2	2
COc1ccc(S(=O)(=O)Nc2c(O)c3ccccc3oc2=O)cc1
→ 1	7	-14	13	1	3	-2	1.0	0
CSc1cc(-c2ccccc2)[nH]c(=O)c1C#N
→ 2	1	4	3	5	0	-1	2.2	6
CC(C)CN(C(=O)c1ccc(N2CCCC2=O)cc1)C1CCS(=O)(=O)C1 (configuration not stated)
→ 1	6	6	4	0	3	4	6.1	-4
CC1=C(C(=O)N(C(C)C)C(C)C)CC(CC(=O)NCCN2CCOCC2)C(=O)N1Cc1ccc(C(C)(C)C)cc1 (configuration not stated)
→ 0	2	10	4	-2	10	0	0.1	-2
CCN(C(=O)COC(=O)c1ccc(C)c(S(=O)(=O)N2CCCCC2)c1)C1CCS(=O)(=O)C1 (configuration not stated)
→ 1	-10	14	-2	-1	-20	2	-0.5	1
COC(=O)c1ccccc1NC(=O)CN1CCN(c2ccccn2)CC1
→ 2	4	-15	3	-6	18	-4	3.5	0
CCOC(=O)c1sc(NC(=O)c2ccccc2OC)nc1C
→ -1	-18	-5	0	-2	0	0	0.3	6
CCCCNC(=S)N1CCN(CC)CC1
→ 1	-18	-10	-10	14	2	-7	-0.1	1
CCN(CCS(=O)(=O)c1ccc(Cl)cc1)Cc1nc2ccccc2c(=O)[nH]1
→ 4	12	-2	11	-3	7	1	2.3	3
NS(=O)(=O)c1cccc(NC(=O)CSc2nc3ccccc3c(=O)n2CCCN2CCOCC2)c1
→ 1	-3	-11	-1	1	30	-1	1.1	4
N/C(=N\O)c1ccncc1
→ 8	-13	-18	-6	4	7	3	1.1	1
CC1C=CCC2C(=O)N(c3ccccc3OC(=O)c3ccco3)C(=O)C12 (configuration not stated)
→ 0	-4	-13	6	11	11	2	-0.5	14
CCc1ccc(C(=O)CCC(=O)Nc2cccc(S(=O)(=O)N3CCCCC3)c2)cc1
→ 3	-9	-14	-2	-6	15	-1	1.8	-6
CC(=O)N(O)CCCCCNC(=O)CCC(=O)N(O)CCCCCNC(=O)CCC(=O)N(O)CCCCCNC(=O)CCC(=O)O
→ 11	-21	-12	0	-4	12	1	0.9	2
CCCS(=O)(=O)NCc1ccc2c(c1)cc(C)n2C
→ 2	-7	-20	6	-2	18	-3	1.0	-3
OC1(c2ccc(Br)cc2)CCNCC1
→ 6	2	-7	10	-11	20	-11	1.2	-9
Cc1c(C)n(-c2ccccc2)c2ncnc(NCCN(C)C)c12
→ 0	2	-3	4	-2	14	-5	4.2	0
Cc1cc(C)n2nc(C(=O)NC(c3ccccc3)c3ccccc3)nc2n1
→ 1	-1	-17	-6	14	6	4	1.3	13
C=CCOc1ccc(/C=C/C(=O)OCC(=O)NCc2cccs2)cc1
→ 9	-14	-4	3	-11	-11	5	3.8	-5
CCC(c1nnc(SCC(=O)N2CC3(C)CC2CC(C)(C)C3)o1)N(C)C (configuration not stated)
→ 1	8	-5	-7	2	5	1	0.7	7
COc1cc(/C=N/NC(=S)NC2CC3C=CC2C3)cc(OC)c1OC (configuration not stated)
→ -1	6	2	2	8	0	-4	-0.3	1
O=C(NCCC(=O)N1CCN(c2ncccn2)CC1)c1ccccc1Cl
→ 1	0	-5	-8	-1	6	-2	0.7	2

3 compounds out of the list, arranged by heavy-atom count, rising:
Below each compound – CHRM4 agonist	M4 antag	CHO-K1 Ca antag	CHRM5 antagonist	M5 PAM	M1 PAM parental	M5 ag	CHO-K1 Ca ag	M4 PAM
N/C(=N\O)c1ccncc1
→ 8	-13	-18	-6	4	7	3	1.1	1
CSc1cc(-c2ccccc2)[nH]c(=O)c1C#N
→ 2	1	4	3	5	0	-1	2.2	6
CCc1ccc(C(=O)CCC(=O)Nc2cccc(S(=O)(=O)N3CCCCC3)c2)cc1
→ 3	-9	-14	-2	-6	15	-1	1.8	-6

The list continues:
Below each compound – CHRM4 agonist	M4 antag	CHO-K1 Ca antag	CHRM5 antagonist	M5 PAM	M1 PAM parental	M5 ag	CHO-K1 Ca ag	M4 PAM
Cc1ccc(-n2nnnc2SCC(=O)Nc2ccccc2-c2ccccc2)cc1C
→ 1	4	10	4	-5	1	-1	0.6	-4
Fc1ccc(CNCC2CCCO2)cc1 (configuration not stated)
→ 0	3	-5	-6	0	22	-3	1.2	-6
NC(=O)Nc1ccc2c(c1)OCCO2
→ 0	-13	1	0	3	2	-2	-0.1	14
Cc1c(NC(=O)CSCc2ccccc2)cccc1C(=O)O
→ 1	-6	-4	3	4	22	-2	0.3	-1
CC(NC(=O)C1CCN(S(=O)(=O)N2CCC3(CC2)OCCO3)CC1)c1ccccc1 (configuration not stated)
→ 2	7	-9	-5	-7	0	-1	1.9	3
CC[C@@H]1C=C(C(=O)O)[C@H](c2ccc(Br)cc2)N1S(=O)(=O)c1ccc(C)cc1
→ 0	-1	-20	8	-3	28	-1	0.9	8
COc1ccccc1N1CSC2=C(C#N)C(c3ccc(SC)cc3)CC(=O)N2C1 (configuration not stated)
→ 0	-6	-4	0	-2	6	1	0.9	-3
Cn1c(SCC(=O)Nc2ccccc2)nc2ccccc2c1=O
→ 11	-8	17	4	-1	3	-2	6.8	-8
CC1(C(=O)NS(=O)(=O)c2ccc(F)cc2F)CCN1C(=O)Cc1ccccc1Cl (configuration not stated)
→ 1	-5	-1	6	-2	19	0	1.5	0
O=C(Nc1ccc(Cl)cc1)C(c1ccccc1)N(CCO)CCO (configuration not stated)
→ 0	-3	-8	-8	2	8	-1	0.0	3
COc1cccc(NC(=O)CCc2ccccc2)c1
→ 2	-18	-20	0	5	19	0	0.2	5
CC(C)C(NC(=O)c1c(F)cccc1F)C(=O)NCCc1ccc(S(N)(=O)=O)cc1 (configuration not stated)
→ 2	-1	-5	19	-4	6	-3	0.4	-10
O=C(CSc1nnnn1-c1ccccc1Cl)Nc1ccc2c(c1)OCCO2
→ 7	10	-1	4	-12	-5	6	3.0	-8
N#Cc1c(NC(=O)C2CC(Cl)=CCC2C(=O)O)sc2c1CCCCC2 (configuration not stated)
→ 0	-9	-3	-5	0	9	2	-0.1	-3
CCN(CC)C(=O)CSc1nc(O)cc(=O)n1C
→ 0	11	-6	9	-5	5	0	0.2	0
O=C(OCC(=O)N1CCCCC1)c1cc(=O)[nH]c2ccccc12
→ 2	-38	-15	4	-10	15	-5	0.2	13
Cc1nc2ccccn2c1/C(O)=C1\C(=O)C(=O)N(CCN(C)C)C1c1ccco1 (configuration not stated)
→ 1	7	11	3	-3	3	0	0.6	2
Cc1c(NC(=O)c2ccc(Cl)c(S(=O)(=O)N3CCCCC3)c2)c(=O)n(-c2ccccc2)n1C
→ 2	-9	-5	20	0	12	-6	0.4	10
CN(C)c1nc(N2CCN(c3ccccc3)CC2)c(C#N)c(=O)o1
→ 1	10	2	5	1	-3	0	0.2	2
CC(C)OC(=O)c1nnc(-c2ccccc2)nc1OC(C)C
→ 0	-4	3	21	-2	-8	-3	-0.1	4
O=C(NCC1CCCO1)c1ccccc1-c1nc(-c2ccccc2)no1 (configuration not stated)
→ 7	-11	-8	-2	0	18	4	1.8	5
CCCCC(C(=O)NC1CCCC1)N(C(=O)c1snc(C(N)=O)c1N)c1ccc(F)cc1 (configuration not stated)
→ 0	-7	-9	-2	6	4	-2	0.6	4
Cc1nc2sccn2c(=O)c1S(=O)(=O)Nc1ccc(N2CCOCC2)cc1
→ 3	-4	-12	4	-3	21	0	2.1	1
O=C1NC(=Nc2ccccc2Cl)S/C1=C\c1cccc([N+](=O)[O-])c1O
→ 0	6	15	-4	-8	-29	-9	0.1	-3
CNC(=O)C1C2C=CC3(O2)C1C(=O)N(C1CC1)C3C(=O)NCc1ccc(OC)cc1 (configuration not stated)
→ 1	5	-7	13	2	11	-1	-0.2	2
Cc1ccc(CNC(=O)c2cc(-c3cc(C)cc(C)c3O)n[nH]2)cc1
→ 3	-6	-4	11	-8	12	-4	2.3	-2
CC1CCCCN1S(=O)(=O)c1ccc(C(=O)Nc2nnc(-c3cccs3)o2)cc1 (configuration not stated)
→ 1	4	5	16	-10	23	-1	0.7	5
COc1ccc(S(=O)(=O)N(C)C[C@H]2Oc3c(NC(=O)C4CC4)cccc3C(=O)N([C@H](C)CO)C[C@@H]2C)cc1
→ 0	-1	-8	17	1	-7	-2	0.1	0
COCC(=O)N(C)C[C@@H]1Oc2cc(-c3ccc(F)cc3)ccc2S(=O)(=O)N([C@H](C)CO)C[C@H]1C
→ 8	5	-5	-4	-3	-6	4	2.1	-11
CC(C)c1ccc(NC(=O)CSc2nc(=O)[nH]c3c2CCCC3)cc1
→ 1	-8	-1	-5	3	-27	45*	0.1	28*
CN(Cc1ccccc1)c1nc2c(c(=O)n(C)c(=O)n2C)n1CCCc1ccccc1
→ 3	27*	11	13	-16	10	-5	3.3	-10
O=C(COC(=O)c1ccc(F)c(S(=O)(=O)N2CCOCC2)c1)NC1CC1
→ 1	-2	10	14	-12	-16	0	-0.4	7
O=C(O)C1C2CCC(O2)C1C(=O)Nc1ccc(F)c(Cl)c1 (configuration not stated)
→ 1	-6	-19	6	-3	22	-1	0.3	0
O=C(Nc1cccc(F)c1)c1ccc(Cn2cc([N+](=O)[O-])cn2)o1
→ 4	-3	6	7	-8	-13	-5	2.5	-2
O=C1CCN(CCc2ccccc2)CCN1CCO
→ 1	-3	-1	4	0	8	1	-0.1	0
CCOC(=O)CC/C(C)=N\N=C1\SC(CC(=O)O)C(=O)N1c1ccccc1 (configuration not stated)
→ 1	0	3	3	-2	-3	3	0.4	6
